High-throughput results deposited in PubChem BioAssay by National Center for Advancing Translational Sciences (NCATS).
Pin1 inhibitor: qHTS Assay to Find Inhibitors of Pin1; actives 0.009% (n = 390,000); AID 504891, 2011; Pin1 FP peptide displacement, HiFluor488, 10 min; Potency, µM (titrated, usually from 115 µM), without a hit: top-dose activity, negative = inhibition, usual class: inhibitors; active means well fitted inhibition curve with a large enough effect in the polarisation, with a control signal flat, not every such curve was filed as active; inconclusive means small, poorly fitted or top-dose-only effect, or effect the other way, or a change in a side signal; inactive means no such curve, though single readings can be large or run the other way; the % refers to the polarisation; further: potency means the concentration at half of the fitted maximal effect; on the % scale 0 is the no-effect control and ±100 the full control effect
Target sequence (Q13526 whole entry, looked up): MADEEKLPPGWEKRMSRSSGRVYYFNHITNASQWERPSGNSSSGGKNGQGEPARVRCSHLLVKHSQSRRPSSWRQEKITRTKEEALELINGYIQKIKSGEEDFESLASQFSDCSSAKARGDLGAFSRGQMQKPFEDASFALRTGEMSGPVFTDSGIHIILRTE
TRHR ag: qHTS for Small Molecule Agonists and Allosteric Enhancers of Human TRH Receptor: Primary Screen for Agonists. TRHR cells, calcium flux fluo-8, FDSS agonist mode. Thyrotropin-releasing hormone receptor (Homo sapiens), P34981. AID 493084, 2011. actives 0.18% (n = 360,000). activation, % at 2 µM; in the data active means activation above about 30%; further: 0% is about no effect
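Read-out: compound-evoked intracellular calcium rise in TRHR cells, fluo-8 dye, kinetic FDSS fluorescence at 1 s/cycle following a 10-cycle baseline. Cells cultured overnight before dye loading (30 min–1.5 h, RT).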
USP1-UAF1 inh: Inhibitors of USP1/UAF1: Primary Screen. actives 0.23% (n = 390,000). Potency, µM (series often up to 57.1 µM), for the others: at the top dose activity change, negative = inhibition, hits mostly inhibitors. Ubiquitin carboxyl-terminal hydrolase 1 (Homo sapiens), O94782. recombinant USP1/UAF1, Ub-Rhodamine cleavage fluorescence; further: potency means the concentration at half of the fitted maximal effect; on the % scale 0 is the no-effect control and ±100 the full control effect; nearly all actives have a fitted effect of over 60% in size; inactives centre near -12
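High-throughput fluorogenic screen: 1nM USP1/UAF1 complex, Ub-Rho substrate 150nM final, 50mM HEPES pH 7.8 with 0.5mM EDTA, 0.1 mg/ml BSA, 1mM TCEP and 0.01% Tween-20.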
TrxR1 substrate: qHTS Assay for Substrates of Mammalian Selenoprotein Thioredoxin Reductase 1 (TrxR1): qHTS | Potency, µM (series often up to 114 µM), for inactives: at the top dose activity change, negative = substrate turnover | actives 0.01% (n = 390,000) | purified TrxR1 substrate turnover, NADPH consumption readout | AID 588456, 2011; further: potency means the concentration at half of the fitted maximal effect; on the % scale 0 is the no-effect control and ±100 the full control effect; nearly all actives have a fitted effect of over 50% in size
Target sequence (O89049 whole entry, looked up): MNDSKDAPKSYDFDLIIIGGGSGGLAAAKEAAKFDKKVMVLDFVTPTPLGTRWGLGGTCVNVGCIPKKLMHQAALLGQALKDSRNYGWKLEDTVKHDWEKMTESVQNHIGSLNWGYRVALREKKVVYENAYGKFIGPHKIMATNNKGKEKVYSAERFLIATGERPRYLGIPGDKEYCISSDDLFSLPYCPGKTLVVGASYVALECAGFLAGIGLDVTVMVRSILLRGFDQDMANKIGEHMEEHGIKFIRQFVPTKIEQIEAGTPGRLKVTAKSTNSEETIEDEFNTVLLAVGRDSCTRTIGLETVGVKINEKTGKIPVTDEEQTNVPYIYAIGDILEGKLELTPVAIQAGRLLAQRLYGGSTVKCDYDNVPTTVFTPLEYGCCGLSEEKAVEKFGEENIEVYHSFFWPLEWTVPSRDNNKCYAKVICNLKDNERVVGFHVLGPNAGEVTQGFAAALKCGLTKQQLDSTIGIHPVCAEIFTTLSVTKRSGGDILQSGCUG
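Rat TrxR1, dispensed at 90 nM, was prereduced with 400 uM NADPH (final) for 5 min at ~22 deg C, then incubated with compound 15 min before 400 uM selenite. A first-read NADPH fluorescence drop versus no-compound background flagged substrates.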
rTrxR1 inhibitor: qHTS Assay for Inhibitors of Mammalian Selenoprotein Thioredoxin Reductase 1 (TrxR1): qHTS. actives 1% (n = 390,000). Thioredoxin reductase 1, cytoplasmic (Rattus norvegicus), O89049. Potency, µM (top dose mostly 114 µM), for inactives: at the highest dose activity change, negative = inhibition, hits mostly inhibitors. recombinant rTrxR1, NADPH fluorescence consumption, selenite substrate; further: potency means the concentration at half of the fitted maximal effect; on the % scale 0 is the no-effect control and ±100 the full control effect; nearly all actives have a fitted effect of over 65% in size
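Rat TrxR1 (90 nM in the dispensed reagent) was pre-reduced with 400 uM NADPH for 5 min at room temperature, then incubated with compound for 15 min. After 400 uM selenite was added, NADPH fluorescence (Ex 340/Em 450 nm) was followed for 8 min.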
D2 ag: HTS Assay for Allosteric Agonists of the Human D2 Dopamine Receptor: Primary Screen for Agonists; activation, % at 2 µM; AID 485358, 2010; actives 0.53% (n = 340,000); HEK293 T-REx D2 cells, calcium flux agonist mode; D(2) dopamine receptor (Homo sapiens), P14416;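 active means activation over 3 SD above normal in the single-dose calcium agonist read, cut at about 30% in these data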; further: 0% is about no effect
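Calcium-flux readout, 1 cycle/sec over 180 s following compound pin transfer, in inducible HEK293 Trex D2 cells (force-coupled); dopamine controls included. Positive calcium responses during this window marked compounds as potential agonists.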
D2 antagonist: HTS Assay for Allosteric Antagonists of the Human D2 Dopamine Receptor: Primary Screen for Antagonists; actives 2% (n = 340,000); HEK293 TREx D2 cells, calcium flux, dopamine EC80; AID 485344, 2010; inhibition, % at 10 µM; in the data active means inhibition above about 30%; further: 0% is about no effect
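Tetracycline-induced HEK293 TREx cells expressing D2 receptor forced-coupled to calcium signalling, loaded with no-wash calcium dye. Compounds added and calcium flux read 180 s, then dopamine added at EC80 and read a further 180 s.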
TRHR enhancer: qHTS for Small Molecule Agonists and Allosteric Enhancers of Human TRH Receptor: Primary Screen for Enhancers; Thyrotropin-releasing hormone receptor (Homo sapiens), P34981; TRHR cells, fluo-8 calcium fluorescence, EC20 TRH enhancement; enhancement, % at 2 µM; actives 0.66% (n = 360,000); in the data active means enhancement above about 30%; further: 0% is about no effect
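Enhancer read-out: after compound pinning and an initial kinetic agonist-mode read, an EC20 of TRH (10 nM final) was injected and fluo-8 calcium signal (Ex 480/Em 530) followed at 1 s/cycle for 100 cycles in TRHR-expressing cells.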
mIDH1 inhibitor: qHTS for Inhibitors of mutant isocitrate dehydrogenase 1 (IDH1): qHTS; Isocitrate dehydrogenase [NADP] cytoplasmic (Homo sapiens), O75874; IDH1-R132H enzyme, NADPH consumption, diaphorase/resazurin fluorescence; Potency, µM (series often up to 76.6 µM), for the others: top-dose activity change, negative = inhibition, usual class: inhibitors; actives 0.093% (n = 390,000); AID 602179, 2012; further: potency means the concentration at half of the fitted maximal effect; on the % scale 0 is the no-effect control and ±100 the full control effect; nearly all actives have a fitted effect of over 65% in size
Target sequence (O75874 whole entry R132H, stated change not applied): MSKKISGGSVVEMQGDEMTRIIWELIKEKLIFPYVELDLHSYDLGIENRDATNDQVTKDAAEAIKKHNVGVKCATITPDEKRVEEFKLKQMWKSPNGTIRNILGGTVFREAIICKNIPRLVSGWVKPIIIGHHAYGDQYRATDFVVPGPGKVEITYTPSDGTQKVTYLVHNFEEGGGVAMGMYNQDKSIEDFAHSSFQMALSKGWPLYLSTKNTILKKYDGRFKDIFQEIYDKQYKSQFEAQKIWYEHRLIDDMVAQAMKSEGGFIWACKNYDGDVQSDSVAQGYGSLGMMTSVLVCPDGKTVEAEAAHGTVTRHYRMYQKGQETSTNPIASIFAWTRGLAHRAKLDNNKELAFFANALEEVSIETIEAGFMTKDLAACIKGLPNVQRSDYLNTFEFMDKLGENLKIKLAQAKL
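IDH1-R132H (0.5 ug/mL dispensed) in pH 7.5 Tris buffer was preincubated 30 min with compound, then given a substrate mix of 0.016 mM NADPH and 2 mM alpha-KG for 80 min at room temperature; remaining NADPH was read by diaphorase/resazurin fluorescence.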
* hit, by the source's call; ? = inconclusive; . = not tested or not shown; [ ] = dose if it differs, or a comment. Unless noted, the call rests on the fitted dose curve; in most records, active means well fitted inhibition curve with a large enough effect; inconclusive means small, poorly fitted or top-dose-only effect; inactive means no such curve, though single readings can be large or run the other way. Some of the compounds tested, so the mix of outcomes need not match the whole.

SMILES | Pin1 inhibitor | TRHR ag | USP1-UAF1 inh | TrxR1 substrate | rTrxR1 inhibitor | D2 ag | D2 antagonist | TRHR enhancer | mIDH1 inhibitor
Cc1cccc(C)c1NC(=O)CSc1nc(C)c(CC(=O)c2ccc(Br)cc2)c(C)c1C#N | 3% | 1.0 | -17% | 1% | 22% | 0.7 | -14 | 2 | 2%
CCC/C(C)=N\Nc1nc2c(c(=O)n(C)c(=O)n2C)n1C | -3% | -0.1 | -27% | 2% | 15% | -0.1 | 6 | 3 | 6%
O=C(Nc1cccc2c1CCCC2)c1ccccc1Br | 2% | -1.9 | -10% | -4%[11.4 µM] | 24%[2.29 µM] | 0.6 | -17 | -3 | -3%
O=C(Cc1ccc(NC(=O)N2CCSc3ncccc32)cc1)NCc1ccccc1Cl | -1% | 0.3 | -13% | 9%[57.1 µM] | 28%[57.1 µM] | -1.0 | . | -8 | -6%
CC(=O)Nc1cccc(NC(=O)Cc2cccs2)c1 | 16% | 0.6 | -13% | 1% | 6% | 1.4 | -11 | -4 | 0%
COc1ccccc1NC(=S)NC1CCCC1 | -1% | . | -21% | -5% | -4% | . | . | . | 10%
COCCn1c(=S)[nH]c2cc(C(=O)N3CCN(c4ccc(F)cc4)CC3)ccc2c1=O | 1% | -0.4 | -4% | 7% | 15% | . | . | 3 | -3%
CC1CCN(S(=O)(=O)c2ccc(C(=O)N3CCCCC3C(=O)O)cc2)CC1 (stereo not given) | ? | 0.7 | 4% | -12% | -7% | 0.0 | -7 | -4 | 3%
Nc1c(C(=O)c2ccccc2O)cnn1-c1ccc(S(=O)(=O)N2CCOCC2)cc1[N+](=O)[O-] | . | 0.2 | . | . | . | -0.2 | -6 | -1 | .
Cc1cc(=O)[nH]c(SCC(=O)c2ccccc2)c1C#N | ? | 0.0 | ? | 15%[57.1 µM] | 7%[57.1 µM] | 0.1 | -7 | 5 | 9%
O=C(CN1C(=O)c2cccnc2Oc2ccc(Cl)cc21)NCCC1=CCCCC1 | -1% | 0.0 | ? | 5% | 16% | -0.1 | 0 | -6 | -7%
c1ccc(CNC23CC4CC(CC(C4)C2)C3)nc1 | -6% | 0.3 | -4% | -4%[57.1 µM] | 21%[57.1 µM] | 0.3 | -15 | -4 | 3%
CC(C)Cc1nc2sc3c(=O)n(N)cnc3c2c2c1COC(C)(C)C2 | -7% | 0.6 | -17% | 6% | 35% | 0.1 | -3 | 4 | -3%
O=C(CSc1nnc(C23CC4CC(CC(C4)C2)C3)o1)Nc1ccc(N2CCOCC2)c(Cl)c1 | 3% | 0.9 | -3% | -8% | -2% | 0.2 | -27 | 1 | -2%
CCOc1ccc(Cl)cc1CSc1n[nH]c(CC)n1 | -2% | -2.8 | -6% | -6% | -5% | -1.5 | -3 | 2 | 11%
CCOC(=O)c1cc2c(ccn2-c2ccc(F)cc2)n1CC(=O)NC(C)(C)C | . | -1.5 | . | . | . | 3.6 | 12 | 3 | .
COc1ccc(Cl)cc1C(=O)NNC(=O)CNC(=O)c1ccco1 | 0% | . | -21% | 1% | 18% | . | . | . | -15%
COC(=O)c1onc(-c2c(Cl)cccc2Cl)c1C(=O)OC | 3% | 0.3 | -7% | -2%[57.1 µM] | 8%[57.1 µM] | -0.2 | -7 | 7 | 6%
CC(C)(C)NC(=O)C(c1ccco1)N(C(=O)Cn1nnc(-c2ccc(F)cc2)n1)c1cccc(F)c1 (stereo not given) | -3% | -0.4 | -20% | 2% | 19% | -0.2 | -27 | 8 | -5%
Cc1cc(C)c2c(n1)nn1c(NCCCN(C)C)cc(C)nc21 | -5% | -0.3 | -15% | 702%[activator] | ? | -0.8 | -9 | 57* | 8%
O=C(O)CCN1C(=O)c2ccc(NC(=O)CSc3ccc(Cl)cc3)cc2C1=O | 1% | 0.3 | -29% | 11% | 38%[activator] | 1.5 | -9 | 0 | 0%
O=C(CCn1ccc2cc(S(=O)(=O)N3CCCC3)ccc21)NCc1cccc(Br)c1 | 17% | -1.0 | -4% | 3% | 19% | -3.5 | . | -3 | 0%
CCc1ccc(S(=O)(=O)N(C(=O)Oc2ccccc2)c2ccc3oc(C)c(C(=O)OC)c3c2)cc1 | 14% | 0.9 | -14% | -2% | 19% | 0.8 | . | 0 | 7%
Cc1ccc(SCC(=O)Nc2oc(C)c3c(C)n[nH]c(=O)c23)cc1C | -1% | -0.9 | -8% | -4% | 14% | -0.4 | 9 | 2 | -7%
COC(=O)c1sc(NC(=O)CN2CCN(c3cccc(Cl)c3)CC2)c(C(=O)OC)c1C | 14% | . | -26% | 8% | 20% | . | . | . | -2%

Looked up one by one from the list above (5):
SMILES | Pin1 inhibitor | TRHR ag | USP1-UAF1 inh | TrxR1 substrate | rTrxR1 inhibitor | D2 ag | D2 antagonist | TRHR enhancer | mIDH1 inhibitor
COC(=O)c1onc(-c2c(Cl)cccc2Cl)c1C(=O)OC | 3% | 0.3 | -7% | -2%[57.1 µM] | 8%[57.1 µM] | -0.2 | -7 | 7 | 6%
CCC/C(C)=N\Nc1nc2c(c(=O)n(C)c(=O)n2C)n1C | -3% | -0.1 | -27% | 2% | 15% | -0.1 | 6 | 3 | 6%
O=C(Cc1ccc(NC(=O)N2CCSc3ncccc32)cc1)NCc1ccccc1Cl | -1% | 0.3 | -13% | 9%[57.1 µM] | 28%[57.1 µM] | -1.0 | . | -8 | -6%
Cc1ccc(SCC(=O)Nc2oc(C)c3c(C)n[nH]c(=O)c23)cc1C | -1% | -0.9 | -8% | -4% | 14% | -0.4 | 9 | 2 | -7%
CC(=O)Nc1cccc(NC(=O)Cc2cccs2)c1 | 16% | 0.6 | -13% | 1% | 6% | 1.4 | -11 | -4 | 0%

New compounds follow.
SMILES | Pin1 inhibitor | TRHR ag | USP1-UAF1 inh | TrxR1 substrate | rTrxR1 inhibitor | D2 ag | D2 antagonist | TRHR enhancer | mIDH1 inhibitor
CN1CCN(C(=O)CCN2C(=O)/C(=C/c3ccc(F)cc3)SC2=S)CC1 | 13% | 1.3 | -7% | 8%[0.0914 µM] | 1%[57.1 µM] | 0.7 | 5 | 2 | 17%
Cc1csc(N2CCCC2c2nc3cc(Cl)c(N4CCCCC4)cc3n2CCCO)n1 (stereo not given) | -6% | . | 8% | 9%[57.1 µM] | 17%[57.1 µM] | . | . | . | -13%
O=C(Nc1ccc(F)cc1)C1C(c2ccccc2)C1(Cl)Cl (stereo not given) | -9% | 0.0 | -11% | -13% | -4% | . | . | -3 | 7%
Cc1ccc(C)c(S(=O)(=O)NCC(=O)N2CCCC2)c1 | -2% | 1.3 | -30% | 9%[57.1 µM] | 13%[57.1 µM] | 0.2 | -13 | 9 | -1%
Cc1nnsc1C(=O)NNC(=O)c1ccc(C(F)(F)F)cc1 | 5% | 1.2 | 10% | -6% | 29%[57.1 µM] | 0.5 | 0 | 3 | 2%
CC(C)(C)OC(=O)N1CCCC(C(=O)Nc2ccc(C(=O)NC3CC3)cc2)C1 (stereo not given) | -2% | . | -23% | 7% | 16% | . | . | . | -1%[38.3 µM]
CCOC(=O)N1CCN(c2ccc(S(=O)(=O)N3CCC(C)CC3)cc2[N+](=O)[O-])CC1 | ? | 0.4 | -16% | -3% | 13% | -0.2 | -17 | -3 | 3%
O=S(=O)(c1ccccc1)N1CCN(Cc2ccccc2C(F)(F)F)CC1 | ? | -0.5 | -17% | -6% | 4%[57.1 µM] | . | . | -8 | 0%
Cc1nn(Cc2ccccc2)c(Cl)c1C(=O)OCC#N | -1% | -0.4 | -16% | 1% | 23% | . | . | 1 | 4%
CCN1C(=O)[C@H]2[C@@H](c3ccc(-c4ccc(F)cc4)cc3)N[C@@](CC(C)C)(C(=O)OC)[C@H]2C1=O | 12% | 0.2 | -20% | -12%[57.1 µM] | 7%[57.1 µM] | 0.5 | -5 | -7 | -3%
Cn1c(-c2ccccc2[N+](=O)[O-])[n+](C)c2ccccc21 | 2% | 0.5 | -7% | 3% | 7% | 1.5 | 4 | 2 | 11%
COCCNC(=O)c1onc(CSc2cc(C)ccc2C)c1C(=O)O | -7% | 0.0 | -19% | 10%[57.1 µM] | 12%[57.1 µM] | 0.1 | 11 | -6 | -3%
O=c1[nH]c(C2CCCN(S(=O)(=O)c3ccc(F)cc3)C2)nc2c1nnn2Cc1ccccc1 (stereo not given) | ? | -0.2 | -4% | -2% | 16% | 0.1 | 6 | 1 | -2%
COC(=O)c1cc(=O)n(-c2c(Cl)cc(C(F)(F)F)cc2Cl)[nH]1 | -2% | -1.3 | -3% | -19%[57.1 µM] | 10%[57.1 µM] | -1.8 | -2 | -8 | 5%
CCCCOc1ccc(S(=O)(=O)N2CCCCC2)cc1 | 4% | -0.8 | 3% | -15% | -26% | -1.2 | -9 | -4 | 2%
